Screening results deposited in PubChem by several laboratories.
PfHsp90 set2 = growth inhibition of PfHsp90-expressing yeast, primary screen, antimalarial PfHsp90 inhibitor project, S. cerevisiae, BacTiter-Glo luminescence, single point, set 2 | BacTiter-Glo ATP, 48 h; yeast lacking PDR1 and PDR3 efflux regulators | inhibition, % at 9.4 µM | hit rate 0.32% among 310,000 | AID 504621, 2011;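 active = every replicate shows inhibition above about 80%, whatever the replicate mean, limit read from the data; inconclusive = mean inhibition reaches the set limit but some replicate falls short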;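 also: 0% = DMSO neutral controls and 100% = 20 µM radicicol positive controls; yeast relying on Plasmodium falciparum Hsp90 in place of its own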
Tat export inh = E. coli Tat export inhibitors, primary screen, MC4100, TorA-mCherry reporter, fluorescence, single point; inhibition, % at 10 µM; hit rate 0.036% among 340,000; AID 488895, 2010;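 active = mean replicate inhibition at least 50% and at least half of replicates individually reaching 50%; inconclusive = only one of the two criteria met; inactive = neither criterion met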;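 also: exported cargo escapes ClpAP degradation while cytoplasmic cargo is degraded and loses fluorescence; 0% = median of neutral control wells and 100% = median of NaSCN control wells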
PKA-R1A act = activators of PKA-R1A holoenzyme, primary screen, biochemical, fluorescence polarization, Cy5-IP20, bovine R1A, mouse PKAc; activation, % at 11.4 µM; hit rate 0.083% among 340,000; PKA-R1A dissociation; scaled: DMSO 0%, 113 µM cGMP 100%;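 active = percent activation above the mean of all tested compounds plus 3 SD, cut at about 19% in these data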;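 also: higher means more PKAc released from R1A so a rise in polarization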
Arrestin-AP2 inh = inhibitors of beta-arrestin/AP2 binding, primary screen, biochemical, GPCR trafficking, flow cytometry; beta-arrestin 1 C-terminal peptide binding to AP2 beta2-adaptin appendage (human); FITC-arrestin peptide / GST-AP2 beads; AP2 beta2 appendage carries R879A mutation; inhibition, % at 10 µM; hit rate 0.31% among 340,000; AID 504490, 2011;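 active = inhibition above a set limit, near 3 SD of compounds lacking own fluorescence, cut at about 54% in these data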;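 also: plate controls were DMSO wells for no effect and 5 µM unlabelled arrestin peptide for full effect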
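Material – GST-tagged AP2 beta2-adaptin appendage (R879A) on 4 µm glutathione beads · Probe or stimulus – fluorescein-tagged arrestin peptide at 50 nM final · Timing – 12 min plus 1 h, RT · Detection – bead flow cytometry, FITC channel · Read-out basis – inhibition as reduced fluorescein signal on beads, percent · Medium – PBS plus Tween 20 (0.05%) and BSA (0.1%)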
phage Ecoli inh = growth loss of phage-infected E. coli, primary screen, RecBCD inhibitor project, absorbance, with phage, HTS; inhibition, % at 11.9 µM; hit rate 0.26% among 360,000; AID 651602, 2012; in the data active = inhibition above about 11%
OPRM1-OPRD1 ag = agonists of OPRM1-OPRD1 heterodimerization, primary screen, cell-based, luminescence; hit rate 0.3% among 340,000; AID 504326, 2011; activation, % at 9.3 µM; cells; Mu-type opioid receptor (Homo sapiens) + Delta-type opioid receptor (Homo sapiens), …; in the data active = activation above about 18%;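 also: 0% = vehicle-treated cells and 100% = reference agonist; values of inactives mirror those of a sister screen read the other way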
Target sequence (P35372 whole entry, looked up): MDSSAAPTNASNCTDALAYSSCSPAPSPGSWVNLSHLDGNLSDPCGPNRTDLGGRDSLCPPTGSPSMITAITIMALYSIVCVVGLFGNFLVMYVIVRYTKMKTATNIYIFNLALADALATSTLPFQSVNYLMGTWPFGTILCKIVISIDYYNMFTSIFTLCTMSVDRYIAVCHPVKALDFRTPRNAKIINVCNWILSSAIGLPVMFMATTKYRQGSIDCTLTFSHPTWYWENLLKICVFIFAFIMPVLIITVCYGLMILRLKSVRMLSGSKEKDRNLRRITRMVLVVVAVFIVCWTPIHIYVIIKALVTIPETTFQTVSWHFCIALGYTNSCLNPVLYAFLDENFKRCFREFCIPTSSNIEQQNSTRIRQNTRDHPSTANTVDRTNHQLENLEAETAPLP
Target sequence (P41143 whole entry, looked up): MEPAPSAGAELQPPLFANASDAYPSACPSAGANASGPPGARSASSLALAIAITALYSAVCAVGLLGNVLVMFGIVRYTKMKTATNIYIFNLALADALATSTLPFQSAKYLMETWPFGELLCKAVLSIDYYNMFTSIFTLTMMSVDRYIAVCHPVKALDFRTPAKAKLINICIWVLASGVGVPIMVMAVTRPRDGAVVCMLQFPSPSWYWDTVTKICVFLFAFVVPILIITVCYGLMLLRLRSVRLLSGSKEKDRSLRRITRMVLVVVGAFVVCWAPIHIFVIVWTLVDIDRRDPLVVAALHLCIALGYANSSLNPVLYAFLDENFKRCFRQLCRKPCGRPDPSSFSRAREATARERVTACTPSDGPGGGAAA
SUMO Mot1 rescue = yeast Mot1-301 growth rescue at high temperature, primary screen, SUMOylation pathway inhibitor project, S. cerevisiae, ATP luminescence, 38.5C | S. cerevisiae Mot1-301 growth rescue; percent above DMSO median, 100 means doubled | growth rescue, % at 18.8 µM | hit rate 1% among 320,000;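 active = every valid replicate shows activation above 250% relative to neutral control wells; inactive = the rest, any valid replicate at or below 250%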;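 also: OY570 slx delta 5 strain wells were the positive control but not used for scaling; some compounds called inactive have numbers as strong as hits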
OPRM1-OPRD1 inv = inverse agonists of MOR-DOR heterodimerization, primary screen, cell-based, luminescence; inhibition, % at 9.3 µM; hit rate 0.21% among 340,000; cell-based MOR-DOR heterodimer luminescence, inverse agonism; Mu-type opioid receptor (Homo sapiens) + Delta-type opioid receptor (Homo sapiens), …; in the data active = inhibition above about 22%, passing the limit was not always enough;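 also: 0% = cells with DMSO and 100% = wells without cells with DMSO; values of inactives mirror those of a sister screen read the other way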
DSG3 Ab inh = inhibitors of pemphigus antibody binding to DSG3, primary screen, biochemical, bead-based, flow cytometry, scFv-GFP; Desmoglein-3 (Homo sapiens), P32926; DSG3-coupled beads, scFv-anti-DSG3-GFP binding; active compounds read low; binding (percent of control), % at 10 µM; hit rate 0.48% among 310,000; AID 588358, 2011;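 active = binding more than 3 SD below its plate's average and above zero; inconclusive = below that plate limit but binding exactly zero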;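 also: hits lower antibody fragment binding to DSG3; some compounds called inactive have numbers as strong as hits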
AddAB inh = growth inhibition of E. coli expressing H. pylori AddAB, primary screen, AddAB inhibitor project, absorbance; inhibition, % at 11.9 µM; hit rate 0.29% among 330,000; in the data active = inhibition above about 12%;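 also: 0% = vehicle wells of infected cells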
E coli growth = E. coli V3065 growth inhibition, primary screen, counter-screen for AddAB inhibitor project, absorbance, OD600; 18 h; inhibition, % at 11.9 µM; hit rate 0.27% among 330,000;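 active = inhibition above the campaign's mean inhibition across all tested compounds plus 3 SD, cut at about 9.9% in these data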;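 also: uninfected addAB+ strain grown without phage in ampicillin broth; 0% = DMSO wells and 100% = ciprofloxacin 0.95 µg/ml wells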
Starred values were filed as active, the others as inactive; u = inconclusive; x = not tested or not shown; & = joins results of further samples.

SMILES	PfHsp90 set2	Tat export inh	PKA-R1A act	Arrestin-AP2 inh	phage Ecoli inh	OPRM1-OPRD1 ag	SUMO Mot1 rescue	OPRM1-OPRD1 inv	DSG3 Ab inh	AddAB inh	E coli growth
CC(=O)N1CCc2c(sc(NC(=O)CN3C(=O)c4ccccc4C3=O)c2C(N)=O)C1	8	-8	-2	-2	1.6	-3.2	7	17	101	2.4	-0.9
CCCc1cc(=O)n2[nH]c(NC(=O)c3ccco3)nc2n1	45	7	-1	-7	0.6	1.8	-1	-11	110	0.0	0.3
COc1ccc(Cc2nnc(NC(=O)C(C)(C)C)s2)cc1	-14	-8	-2	-4	3.6	-1.3	-14	7	96	-1.5	-4.2
O=C(CCc1ccccc1)Nc1nccs1	2	-2	11	12	0.8	-2.1	7	12	115	5.4	1.6
CC(=O)Nc1sc2c(c1C(c1ccccc1Cl)N1CCN(CCO)CC1)CCCC2 (stereo not drawn)	13	25	4	0	2.3	-2.9	11	14	108	0.8	-1.9
CCC(C)NC(=S)Nc1ccc2nc(N3CCOCC3)cc(C)c2c1 (stereo not drawn)	3	-6	3	-8	2.7	-1.1	157	6	103	1.6	0.8
CCOc1ccc(-c2nnc(-c3cccnc3)o2)cc1OCC	x	10	2	-1	2.3	-1.0	8	6	x	2.4	-2.0
CC[N+]1(C)CCC(O)(/C=C/c2ccccc2)C(C(=O)/C=C/c2ccccc2)C1 (stereo not drawn)	61	-6	4	-16	2.9	-7.1	x	31	87	x	x
Cc1ccc(C(=O)Nc2ccc3[nH]c(=O)[nH]c3c2)c(C)c1	14	-2	6	8	5.3	0.3	-5	-2	95	0.1	2.0
COc1cccc(CNC(=O)c2ccc(CS(=O)c3ccccc3)o2)c1 (stereo not drawn)	-6	15	1	-15	1.4	-0.4	31	2	101	5.5	-1.9
Cc1ccc(CN2CCN(C3CCC3)CC2CCO)cc1 (stereo not drawn)	1	-9	-9	25	-0.3	-2.1	2	10	97	3.2	-1.0
CCN(CC1COc2ccccc2O1)C(=S)NC1CC2CCC1C2 (stereo not drawn)	11	-1	-3	36	3.4	-1.6	-7	8	100	1.9	0.7
COc1ccc(Oc2nc(SC)nc3ccccc23)cc1	-12	7	-6	3	3.4	0.9	476	-5	87	4.5	1.0
CCOC(=O)c1c(C)[nH]c(C)c1S(=O)(=O)NCC1CCN(Cc2ccccc2F)CC1	-15	-1	0	5	1.2	-1.7	-14	9	108	-1.8	-0.8
COc1cc2[nH]c(=S)nc(Nc3ccc(NC(C)=O)cc3)c2cc1OC	-17	4	-13	11	2.5	-1.8	11	12	91	0.8	0.6
CCOC(=O)c1c(NC(=O)c2cnn3c2NC(c2cccc(OC)c2)CC3C(F)(F)F)sc2c1CCCC2 (stereo not drawn)	20	11	-4	13	1.3	0.3	1	-1	98	1.5	-1.0
Cc1ccc(C(=O)N2CCOCC2)cc1[N+](=O)[O-]	0	-13	0	21	1.6	-0.6	-10	3	106	1.9	1.7
COc1ccc(C(CNC(=O)c2cc(C)oc2C)N2CCOCC2)cc1 (stereo not drawn)	27	-11	6	3	2.5	-1.6	8	9	103	-0.2	0.9
Cc1ccc(C)c(S(=O)(=O)Nc2ccc(C(N)=O)cc2)c1	-10	2	-1	1	2.0	-2.7	1	14	96	3.3	0.3
CN(C)S(=O)(=O)c1cccc(NC(=O)CNCc2ccccn2)c1	11	-5	11	-5	-0.5	1.9	7	-10	100	0.2	-0.3
O=C(Nc1cccc(C(=O)N2CCOCC2)c1)c1ccc([N+](=O)[O-])cc1	-69	-2	0	-8	-0.1	1.5	6	-6	109	0.6	3.1
N#Cc1cn(CC(=O)N2CCCC2)c2ccccc12	3	-5	-5	-14	-0.4	-1.4	-8	9	x	4.3	2.1
O=C(N/N=C/c1c[nH]c2ccccc12)c1ccn[nH]1	3	-4	-2	-2	1.1	-0.5	88	3	106	0.8	-0.3
COc1ccc(S(=O)(=O)N(C)c2c(C)n(C)n(-c3ccccc3)c2=O)cc1OC	-9	4	-8	-6	3.1	-1.4	-21	9	98	1.8	-0.3
CCN(CC(=O)Nc1ccc(S(=O)(=O)N2CCOCC2)cc1)Cc1ccccc1	0	-1	-4	26	3.8	-1.2	37	6	102	2.6	1.5

Next section:
SMILES	PfHsp90 set2	Tat export inh	PKA-R1A act	Arrestin-AP2 inh	phage Ecoli inh	OPRM1-OPRD1 ag	SUMO Mot1 rescue	OPRM1-OPRD1 inv	DSG3 Ab inh	AddAB inh	E coli growth
O=c1c(CN2CCN(c3cccc(Cl)c3)CC2)coc2c(Cl)cc(Cl)cc12	3	0	2	-5	3.0	-1.3	171	8	152	0.9	1.9
O=C(O)C1C(=O)NCC1c1ccccc1 (stereo not drawn)	-30	u	7	-5	4.7	-3.4	4	18	99	0.1	0.4
O=C(CCN1CCN(S(=O)(=O)c2ccc(F)cc2)CC1)Nc1ccccc1F	4	-6	2	0	2.0	-2.8	2	15	97	5.2	-1.7
Cc1ccc(-c2[nH]ncc2C(=O)c2cccc(F)c2)c(O)c1	0	1	7	0	0.8	-0.8	-25	4	103	0.1	-2.2
CCCc1cc(=O)[nH]c(SCc2cc(C(=O)OC)c(C)o2)n1	x	-8	7	-1	6.0	0.3	x	-2	x	3.5	-1.6
CCSC(SCC)[C@H](O)[C@@H](O)[C@H](O)[C@H](O)CO	-10	-5	-8	16	4.1	-1.1	3&30	6	x	-0.8	-0.4
Cc1cc(C(F)F)nn1CC(=O)NC1CCCCCC1	15	3	-10	53	0.8	-2.0	14	11	105	1.1	0.4
Cc1ccc2nc(NC(=O)CCCC(=O)O)sc2c1	-6	-9	0	27	2.5	-3.2	-12	17	97	3.0	0.2
COc1ccc(/C=N/NC(=O)c2nnn(-c3nonc3N)c2CN(C)C2CCCCC2)cc1	-6	3	-2	-6	-0.6	-2.8	-12	14	95	4.6	1.3
O=C(O)c1cnn(-c2ccccc2)c1-c1ccncc1	-2	-5	-2	25	0.3	-3.1	322*	14	105	-0.3	-0.1
O=C(N/N=C/c1ccc(N2CCOCC2)cc1)c1ccc(NS(=O)(=O)c2cccs2)cc1	x	-6	-5	-18	0.1	-0.3	-18	2	120	0.8	0.1
COc1ccc(C(=O)/C=C/c2ccc(OC(=O)c3cc(OC)c(OC)c(OC)c3)cc2)cc1	-3	6&4	4	-7	3.1	-1.8	72	10	110	-2.1	-0.6
COc1ccc(-c2sc(Nc3cccc4ccccc34)n[n+]2C)c(C)c1C	-10	-8	-18	8	2.8	-3.9	x	18	104	x	x
COc1ccc(C(=O)c2c(C)oc3ccc(O)c(CN4CCOCC4)c23)cc1	x	5	-8	-8	0.6	-1.1	1	6	x	3.9	-0.6
O=C1c2ccccc2C(=O)N1CCCCc1cn(C[C@H]2CC[C@H](Cn3cc(CCCCN4C(=O)c5ccccc5C4=O)nn3)O2)nn1	-10	1	4	-18	-0.1	-2.5	x	13	98	-0.4	1.4
O=C(N/N=C/c1ccccc1F)NC1CCCCC1	6	-6	-13	5	2.8	-0.5	19	2	94	2.1	0.0
Cc1cccc(NC(=O)CN(C)C(=O)c2ccc(N3CCCCCC3)c([N+](=O)[O-])c2)c1C	0	-7	5	5	1.2	1.4	-24	-7	97	-1.8	-0.5
CCCn1c2c(c(O)c(C(=O)Nc3ccc(OCC)cc3)c1=O)CCCC2	11	-4	-12	6	0.5	-1.4	-20	8	108	0.7	2.6
Cc1nn(C)cc1C(C(=O)NC1CCCCC1)N(C(=O)Cc1cccs1)c1ccc(C(C)C)cc1 (stereo not drawn)	2	3	4	-3	2.6	0.4	-6	-2	96	-3.2	-1.7
Cc1c(C)n(CC(O)CNCCO)c2ccccc12 (stereo not drawn)	18	-4	-2	2	3.2	-0.8	-4	4	114	-0.4	-1.5
CS(=O)(=O)N(CC(=O)NC1CCCC1)Cc1ccc(Cl)cc1	-12	-4	-12	34	3.3	-1.0	x	5	99	0.3	-1.1
O=C1NCCCC2c3c(cc(Br)c(O)c3Br)OC12N1CCOCC1 (stereo not drawn)	x	6	3	15	-3.6	-2.7	12	13	102	-0.8	-2.9
COc1cccc2cc(C(C)N(CCCN3CCOCC3)C(=S)Nc3cccc(C)c3C)oc12 (stereo not drawn)	7	1	-3	9	-2.1	-2.7	277	14	84	-0.6	-0.7
COC(=O)C1=NN(C(C)=O)C2(CC(=O)N(c3cccc(C)c3)C2=O)C1 (stereo not drawn)	-13	0	-9	-5	1.1	-1.5	-1	9	95	5.2	2.9
CCn1c(SCC(=O)N2CCC(C)CC2)nnc1-c1ccc(S(=O)(=O)N2CCN(C)CC2)cc1	x	-3	-11	0	3.2	-2.2	-13	12	103	1.8	0.2

Later entries
SMILES	PfHsp90 set2	Tat export inh	PKA-R1A act	Arrestin-AP2 inh	phage Ecoli inh	OPRM1-OPRD1 ag	SUMO Mot1 rescue	OPRM1-OPRD1 inv	DSG3 Ab inh	AddAB inh	E coli growth
C=CC[C@@H](CC(=O)N(CCO)Cc1ccccc1)C(=O)N[C@@H](COC(=O)[C@@H](CC=C)CC(=O)OC(C)(C)C)Cc1c[nH]c2ccccc12	-1	11	-11	-10	2.0	29*	6	-131	105	1.2	-0.5
COc1ccc(NC(=S)Nn2cnnc2)cc1OC	-5	-5	4	-7	2.0	-2.0	-25	11	100	1.9	3.7
Cc1ccc(NC(=O)/C(=C/c2cccs2)NC(=O)c2ccco2)cc1	24	-10	-7	3	0.4	-1.2	31	8	96	4.2	0.8
O=C(NC1CCCCCC1)c1c(O)c2ccccc2[nH]c1=O	20	5	-12	5	-2.6	-0.1	x	0	104	2.6	1.4
Cc1ccc(Cn2ccc(NC(=O)c3cc(-c4ccc(Br)cc4)on3)n2)cc1	x	12	-7	7	1.8	-0.1	-14	1	121	2.8	1.1
O=C(NCc1ccccc1)c1c(O)c2ccccc2[nH]c1=O	14	-12	10	-8	1.5	-2.7	2	14	113	x	x
NC(=O)C1CCN(C(=O)c2ccc3c(=O)n(Cc4cccc(Br)c4)c(=S)[nH]c3c2)CC1	-33	11	0	-6	2.7	-1.8	-3	12	106	2.0	-5.4
